Screening results deposited in PubChem BioAssay by NCI.
Growth percent in the NCI-60 one-dose screen (48 h, 10 µM unless noted): 100 = growth as untreated, 0 = no growth, -100 = all killed.
SW-620 = SW-620 colon cancer; 5.2% of 82,000 active; AID 1794795
KM12 = KM12 colon cancer cells; 5% of 82,000 active; AID 1794800
SNB-19 = SNB-19 CNS cancer cells; 2.5% of 81,000 active
SNB-75 = SNB-75 CNS cancer; 5% of 79,000 active; AID 1794750
HCC-2998 = HCC-2998 colon cancer; 4.7% of 79,000 active
HCT-116 = HCT-116 colon cancer. 7.3% of 82,000 active
HCT-15 = HCT-15 colon cancer; 5.2% of 82,000 active; AID 1794746
COLO 205 = COLO 205 colon cancer | 7.3% of 79,000 active | AID 1794742
HT29 = HT29 colon cancer | 7.4% of 81,000 active
Numbers without * were called inactive; / = no result given; & = joins results of further samples. Rule for the calls: active = growth percent below 10; inactive = the rest.

Sample of the layout:
SMILES	SW-620	KM12	SNB-19	SNB-75	HCC-2998	HCT-116	HCT-15	COLO 205	HT29
CC(=O)Nc1cc(C)ccn1	98	108	102	95	89	101	97	110	105
CCSc1nnc(-c2cnn3c2NC(c2ccccc2)C3)n1-c1cccc(F)c1 (centres undefined)	94	88	91	87	104	94	97	109	89
Cc1ccc(NC(=O)c2cc3ccccc3cc2O)cc1	97	72	86	100	95	70	78	109	104

The whole of this part, repeating the preview:
SMILES	SW-620	KM12	SNB-19	SNB-75	HCC-2998	HCT-116	HCT-15	COLO 205	HT29
CC(=O)Nc1cc(C)ccn1	98	108	102	95	89	101	97	110	105
CCSc1nnc(-c2cnn3c2NC(c2ccccc2)C3)n1-c1cccc(F)c1 (centres undefined)	94	88	91	87	104	94	97	109	89
Cc1ccc(NC(=O)c2cc3ccccc3cc2O)cc1	97	72	86	100	95	70	78	109	104
O=c1c2cc3ccncc3n2c(=O)c2cc3ccncc3n12	106	105	104	92	102	99	101	108	105
CCC1C(=O)NC(=O)C1(C)c1ccccc1 (centres undefined)	106&108	118&108	101&109	105&103	92&103	108&110	111&102	117&114	119&115
NS(=O)(=O)c1ccc(-n2cc(COc3ccc(/C=C4/SC(=S)NC4=O)cc3)nn2)cc1	102	97	106	77	104	100	106	135	106
O=c1[nH]c2ccccc2nc1/C=C(\O)c1ccncc1	134	104	103	103	101	103	101	80	72
Cc1ccc2nc(Sc3ncccc3C(=O)O)n(Cc3ccccc3)c(=O)c2c1	97	95	86	70	102	96	94	118	103
N#Cc1cnn2c1NC(c1ccc(Cl)cc1)C(C#N)C2=O (centres undefined)	94	101	97	86	103	102	107	109	104
COc1cc2nc(N3CCC[C@@H](NC(=O)C4COc5ccccc5O4)C3)nc(N)c2cc1OC (some centres undefined)	107&100	103&104	102&107	90&83	98&104	95&96	97&101	107&108	98&109
COC(=O)c1c2c(c(C)[n+]([O-])c1C)C(=O)C=CC2=O	-19*	4.6*	-24*	-49*	-61*	-14*	-65*	-78*	0.8*
NS(=O)(=O)c1ccc2c(c1)/C(=C/c1cccs1)C(=O)N2	98	31	88	97	83	90	92	102	92
O=C(NC1=NN(c2ccccc2)C(=O)C1)C(=O)Nc1nc2ccccc2[nH]1	102	106	97	89	114	103	95	107	103
Cc1cc(=O)c2cccc(C)c2[nH]1	108	98	101	98	102	101	101	105	90
CC(=O)Nc1nc(C(=O)N2N=C(C)/C(=C/c3ccc(Cl)cc3)C2=O)cs1	109	101	104	98	104	100	100	104	108
CC(C)(C)CCC(Br)CBr (centres undefined)	100	95	108	97	70	104	101	106	102
CC(/C=N/NC(N)=S)Cc1ccc(C(C)C)cc1 (centres undefined)	63	90	69	71	52	51	80	68	47
COc1ccc(/C=C2\SC(=O)N(Cc3cc(=O)oc4ccc(OC)cc34)C2=O)cc1	106	89	87	74	95	83	90	111	96
CCC1C(=O)NC(=O)SC1c1ccccc1 (centres undefined)	103	104	105	100	98	100	98	102	94
N#Cc1ncoc1N1CCN(Cc2ccc3c(c2)OCO3)CC1	100	99	109	75	99	95	92	99	81
CC(=O)CCN1CCOCC1	102	105	105	115	103	108	102	116	/
COc1ccc(CC(C)=C(c2ccc(OCCCN(C)C)cc2)c2ccc(OCCCN(C)C)cc2)cc1	100	102	104	88	115	103	103	113	104
Oc1ccc(-c2nc3ccc4[nH]ncc4c3c3c2CCCC3)c2cccnc12	7.6*	2.5*	14	-23*	5.1*	2.7*	4.7*	-12*	12
Cn1ccc2cnc(Oc3ccccc3-c3ccccc3)nc21	102	97	100	87	112	99	85	105	114
COC(=O)c1nc(N)nc(C(=O)OC)c1C(=O)c1cccnc1	107	106	103	99	107	107	100	116	117

Whole records, quoted from the list. Order of screens: SW-620, KM12, SNB-19, SNB-75, HCC-2998, HCT-116, HCT-15, COLO 205, HT29
COC(=O)c1nc(N)nc(C(=O)OC)c1C(=O)c1cccnc1 is entered as 107, 106, 103, 99, 107, 107, 100, 116, 117
CC(/C=N/NC(N)=S)Cc1ccc(C(C)C)cc1 (centres undefined) is entered as 63, 90, 69, 71, 52, 51, 80, 68, 47
O=C(NC1=NN(c2ccccc2)C(=O)C1)C(=O)Nc1nc2ccccc2[nH]1 is entered as 102, 106, 97, 89, 114, 103, 95, 107, 103
Cc1ccc2nc(Sc3ncccc3C(=O)O)n(Cc3ccccc3)c(=O)c2c1 is entered as 97, 95, 86, 70, 102, 96, 94, 118, 103

(next part)
SMILES	SW-620	KM12	SNB-19	SNB-75	HCC-2998	HCT-116	HCT-15	COLO 205	HT29
CCCCCC(=O)N1CCCC1	108	108	99	121	99	106	122	130	119
Cc1nn(-c2ccccc2)c2c1C(c1ccccc1)CC(=O)N2 (centres undefined)	106	109	97	104	107	104	102	123	104
N#Cc1c2c([nH]c(=O)c1C(N)=O)CCCCC2	101	106	99	104	111	92	105	102	105
C[C@@H]1O[C@H](/C=C\c2ccccc2)[C@@H](O)[C@H]1O	112	108	105	90	104	98	105	114	102
CC1(C)C2CC=C(C3OC45CCCCC4C(C#N)(C(=N)O5)C3(C#N)C#N)C1C2 (centres undefined)	101	106	99	91	113	101	98	114	101
CCCCCC(=O)Oc1ccc(/C(=C(\C)c2ccccc2)c2ccc(OCCN(CC)CC)cc2)cc1	71	62	85	/	88	51	39	15	4.3*
O=c1[nH]c2ccccc2c(O)c1C(c1ccc(Cl)cc1)c1c(O)c2ccccc2[nH]c1=O	102	102	100	87	104	106	100	115	108
C1CCCCCc2c(-c3noc4c3CCCCCCCCCC4)noc2CCCC1	115	98	98	120	110	92	99	117	89
CC(C)N(Cc1ccccc1)CC(O)c1ccc(Cl)cc1 (centres undefined)	99	98	/	66	112	89	95	90	78
CC1=C(C)C(=O)C(N2CCN(c3cccc(C)c3)CC2)=C(Cl)C1=O	102	100	90	87	102	97	90	126	105
CCOC(=O)c1[nH]nc2c1C1(C(=O)Nc3ccc(Br)cc31)C(C#N)=C(N)O2 (centres undefined)	101	100	97	91	98	102	101	108	116
C(=C\c1ccc(/C=C/c2ccccc2)nn1)/c1ccccc1	101	99	103	101	53	91	96	135	93
O=C1c2ccccc2C(=O)N1CC(O)COc1cccc2ccccc12 (centres undefined)	95	98	104	86	112	101	96	111	100
COc1ccc2nc(Cl)c(-c3cc(-c4ccccc4)nc(=S)[nH]3)cc2c1	79	77	84	42	97	66	46	73	44
CCCCCCCCCCCCCCCCCCOP(=O)(O)OCCCCCCCCCCCCCCCCCC	102	115	103	103	108	106	97	113	101
O=C(N/N=C/c1cccs1)c1[nH]c2ccc(Br)cc2c1-c1ccccc1	23	6.4*	32	31	24	-34*	9.7*	-68*	-23*
Nc1nc(-c2cscc2Br)nn1-c1nc2ccccc2s1	101	92	95	90	114	90	77	123	111
CC(=O)NC(N)=O	105	101	107	/	103	87	101	104	95
O=C1C[C@@H](c2ccccc2)Oc2c(Cc3ccccc3O)c(O)c(Cc3cc(Cc4cc(Cc5ccccc5O)ccc4O)ccc3O)c(O)c21	99	93	100	73	106	97	104	111	128
O=C(NNc1ccccc1)NC(Cc1ccccc1)C(=O)O (centres undefined)	109	111	95	86	106	101	110	96	110
CCCCCCNC(=O)Oc1ccc(/C(=C(/C)c2ccccc2)c2ccc(OCCN(C)C)cc2)cc1	27	66	64	74	69	23	-32*	6.6*	-26*
O=C(c1ccc(O)c(C(=O)N2Cc3ccc(OCCC[P+](c4ccccc4)(c4ccccc4)c4ccccc4)cc3C2)c1)N1Cc2cccc(F)c2C1	76	58	38	95	68	97	98	52	101
Cc1ccc(S(=O)(=O)N/N=C/c2cn(-c3ccccc3)nc2-c2ccc(S(C)(=O)=O)cc2)cc1	89	96	95	89	100	84	102	102	98
Cc1cccc(/C=C2\Oc3cc(C)c(Cl)c(C)c3C2=O)c1	87	83	85	65	111	76	78	/	98
CCOC(=O)NCCCCNC(=O)OCC	111	100	104	93	103	100	94	103	104
Following part.
SMILES	SW-620	KM12	SNB-19	SNB-75	HCC-2998	HCT-116	HCT-15	COLO 205	HT29
O=c1[nH]c2ccccc2c2cc3ccccc3cc12	108	96	112	88	122	94	104	101	104
O=C(/C=C/c1cn(-c2ccccc2)nc1-c1ccc(O)cc1)c1ccc(O)cc1	99	97	73	82	96	88	91	109	112
C=C(Br)COc1ccc2c(C)cc(=O)oc2c1	102	92	87	86	115	94	90	111	93
Clc1ccccc1C(Sc1nc2ccccc2s1)Sc1nc2ccccc2s1	98	98	107	79	101	91	102	105	106
CC/C(Cc1ccc(O)cc1)=N\N=C(N)N	106	104	112	87	111	97	99	113	112
COc1ccc(C2=NOC(CC(=O)N3CCOCC3)C2)cc1OC1CCCC1 (centres undefined)	105	106	97	87	104	93	97	/	96
CC1=C(SCCC(=O)OC(C[Se]c2ccccc2)C(=O)NC(C)(C)C)C(=O)c2ccccc2C1=O (centres undefined)	108	110	97	88	111	87	103	130	109
CCn1c(Cn2nc(Cc3ccc([N+](=O)[O-])cc3)c3onc(C)c3c2=O)n[nH]c1=S	99	103	97	64	/	97	100	109	98
Cc1ccc(/C=C(\C#N)c2cc3ccccc3[nH]2)cc1	16	32	55	54	66	33	27	32	13
c1ccc2c[n+](CC[n+]3ccc4ccccc4c3)ccc2c1	99	106	102	105	95	91	100	94	109
Nc1c(Br)cc(Br)c(C(=O)O)c1Br	112	109	112	97	108	112	101	115	114
O=C(CN1CCN(c2cc3c(cc2F)c(=O)c(C(=O)N/N=C/c2ccccc2O)cn3C2CC2)CC1)N/N=C\c1ccccc1O	37	18	30	/	40	16	18	17	39
CN(C)c1ccc2cc(S(=O)(=O)O)cc(O)c2c1	108	118	99	94	133	85	113	112	106
CCCO[C@@]12Oc3cc(OC)cc(OC)c3[C@]1(O)[C@@H](O)C[C@H]2c1ccccc1	109	114	104	109	126	95	97	110	99
Cn1c(=O)[nH]c(=O)c2nc(/C=C(\O)c3cc4ccccc4s3)c(=O)[nH]c21	99	99	99	84	102	108	108	105	108
CCC(=O)Nc1ccccc1C#C/C=C\C#Cc1ccccc1SC	35	43	79	61	/	42	44	66	30
N/C(=N\O)c1ccc2oc(/C=C/c3cc4cc(/C(N)=N\O)ccc4o3)cc2c1	111	108	101	86	115	106	96	108	107
NC(=NCCCOc1ccc(F)cc1)Nc1ccc(I)cc1	67	88	78	64	29	59	75	-67*	38
Cc1c(C(=O)NCCc2ccc(N(C)C)cc2)nn(-c2ccc(Cl)cc2)c1-c1ccc(Cl)cc1	82	65	81	91	84	47	53	69	49
Cc1ccc(C2=N[C@H]3CCC[C@@H]3N(c3ccccc3)C(C(Cl)Cl)=N2)cc1	107	100	113	77	110	98	99	99	90
O=C1c2ccccc2C(=O)C2OC12 (centres undefined)	94	100	104	93	85	94	104	/	109
CCCCCCCCc1ccc(S(=O)(=O)Nc2ccc(CC)cc2C(=O)O)cc1	103	98	/	106	113	88	86	121	124

Three entries picked at random from the list so far, as already listed:
SMILES	SW-620	KM12	SNB-19	SNB-75	HCC-2998	HCT-116	HCT-15	COLO 205	HT29
C=C(Br)COc1ccc2c(C)cc(=O)oc2c1	102	92	87	86	115	94	90	111	93
CCCCCCCCc1ccc(S(=O)(=O)Nc2ccc(CC)cc2C(=O)O)cc1	103	98	/	106	113	88	86	121	124
CCC(=O)Nc1ccccc1C#C/C=C\C#Cc1ccccc1SC	35	43	79	61	/	42	44	66	30
